# From PubChem
# Xi reactivation: X-chromosome reactivation activator; AID 743238; 360,000 compounds, 0.055% hits; XiGFP mouse fibroblasts, % GFP-positive cells imaging, 3 d; cells co-treated with 5-aza-dC sensitizer; scaled so ellipticine positive control = 100%; activation, % at 7.58 µM;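 active = mean normalized replicate activation at least 10% and every replicate at or above 10%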;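 note: 0% = median of on-plate neutral control wells and 100% = ellipticine 6 µM median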
#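 Material: XiGFP fibroblasts, SV40-immortalized. Buffer or medium: DMEM plus 5-aza-dC sensitizer. Compound: single concentration per compound, delivered by pin transfer. Times: 3 days compound exposure. Controls: ellipticine 6 µM.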
# esBAF inh: SWI/SNF esBAF complex inhibition; mouse ES cells, Bmi1-luciferase knock-in reporter, 24 h; 100% = twice the neutral-well signal; reporter increase, % at 12.5 µM; 350,000 compounds, 2% hits; in the data active = activation above about 40%;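 note: 0% = median of the plate's neutral control wells and 100% = double that signal; a rise in the Bmi1 reporter signal indicates esBAF inhibition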
# S100A4 inh HTS: S100A4-myosin IIA interaction inhibition | P26447 | S100A4/TAMRA-MyoIIA peptide fluorescence polarization | inhibition, % at 10.7 µM | 360,000 compounds, 0.14% hits;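 active = mean inhibition of at least 70% across replicates, with every replicate also reaching that level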
# Target sequence (P26447 whole entry, looked up): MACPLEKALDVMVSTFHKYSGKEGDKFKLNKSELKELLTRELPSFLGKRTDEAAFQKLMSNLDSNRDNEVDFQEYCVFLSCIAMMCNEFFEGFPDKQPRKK
#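 incubation = readout 5 min after mixing, signal stable up to 60 min | system = S100A4 monomer protein | buffer or medium = HEPES pH 7.2 with CaCl2, KCl, NaCl, DTT, Triton | benchmarks = neutral control DMSO, positive control TFP | also added = fluorescent myosin IIA peptide, 5 nM | compound dosing = one concentration per compound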
# RAD52 inh: inhibitors of human RAD52 DNA annealing; P43351; recombinant RAD52 DNA annealing, FRET fluorescence; inhibition, % at 18.7 µM; 360,000 compounds, 0.46% hits; AID 651710;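 active = every replicate showing at least 50% inhibition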
# RAD54 branch: inhibitors of human RAD54 branch migration; Q92698; RAD54 Holliday junction branch migration, FAM/BHQ fluorescence; inhibition, % at 10.4 µM; 360,000 compounds, 0.14% hits; AID 602329;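 active = mean normalized replicate activity at least 40 and at least half of replicates scoring 40 or more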;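 note: 0% = median of neutral control wells and 100% = median of positive control wells; inhibitors cause a drop in the FAM fluorescence signal; in these data hits start at about 50%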
# E-selectin induc: E-selectin induction on HUVECs; HUVEC E-selectin immunofluorescence imaging; normalized: neutral wells 0, TNF-alpha wells 100; 260,000 compounds, 0.37% hits; activation, % at 7.58 µM; AID 686992; P16581;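 active = mean E-selectin-positive cell signal at least 10% of the positive control, reached in at least 60% of replicates, without over 20% cell loss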;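 note: in these data hits start at about 27%; measured in HUVEC primary endothelial cells; signal is the percent of cells scored E-selectin positive by PE staining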
# Target sequence (P16581 whole entry, looked up): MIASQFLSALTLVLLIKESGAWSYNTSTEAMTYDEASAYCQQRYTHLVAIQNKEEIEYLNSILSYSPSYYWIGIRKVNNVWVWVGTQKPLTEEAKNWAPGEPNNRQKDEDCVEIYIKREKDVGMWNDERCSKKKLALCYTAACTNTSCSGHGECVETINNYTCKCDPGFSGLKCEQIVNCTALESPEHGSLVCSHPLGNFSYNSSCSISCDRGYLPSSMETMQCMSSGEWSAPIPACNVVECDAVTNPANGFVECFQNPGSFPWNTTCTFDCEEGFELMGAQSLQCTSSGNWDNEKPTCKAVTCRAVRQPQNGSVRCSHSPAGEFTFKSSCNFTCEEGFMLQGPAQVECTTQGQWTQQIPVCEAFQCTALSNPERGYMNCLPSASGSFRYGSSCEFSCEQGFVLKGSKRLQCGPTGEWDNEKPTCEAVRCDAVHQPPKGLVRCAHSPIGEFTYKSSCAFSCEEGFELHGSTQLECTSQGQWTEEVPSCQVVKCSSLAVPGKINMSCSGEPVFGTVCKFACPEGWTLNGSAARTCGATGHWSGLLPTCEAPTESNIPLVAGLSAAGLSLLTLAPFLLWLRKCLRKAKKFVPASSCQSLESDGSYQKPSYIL
#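 Test system: HUVEC | Signal: Immunofluorescence imaging | Read-out: Percent E-selectin-positive cells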
# EWS-Fli inh: blocks EWS/Fli oncoprotein-driven transcription; A673 NR0B1-luciferase reporter, viability-normalised; inhibition, % at 12.6 µM; 350,000 compounds, 0.67% hits; AID 651661;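 active = mean inhibition of at least 50% after viability correction, with every replicate also passing that limit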;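 note: firefly luciferase signal divided by Alamar Blue viability fluorescence both relative to DMSO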
# FN deposition inh: fibronectin deposition inhibition. inhibition, % at 12.6 µM. AH1F fibroblasts, Alexa488-fibronectin deposition fluorescence, overnight. 350,000 compounds, 0.086% hits;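 active = mean inhibition across replicates of 30% or more, regardless of how many single replicates reach that level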;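 note: positive control wells lacked labelled fibronectin entirely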
#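 Assay system: AH1F fibroblasts / Quantity: 10000 cells per well / Medium: DMEM plus 2% serum, read in PBS / Reagent: labelled fibronectin 24 nM / Dosing: single dose, pinned / Times: 1 h cell attachment, overnight exposure to compound and label / Signal: fluorescence, ex 485 nm, em 525 nm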
# * = called active by the depositor; . = not tested or not shown; & = joins results of further samples. This is a random part of the collection; about 3% have a hit in one of these screens.
SMILES,Xi reactivation,esBAF inh,S100A4 inh HTS,RAD52 inh,RAD54 branch,E-selectin induc,EWS-Fli inh,FN deposition inh
Cc1c(C(=O)Nc2cccc(S(=O)(=O)N3CCCC3)c2)oc2ccccc12,0.0,.,-12,-7,7,0.1,-25,1
COc1ccc(/C=C2/C(=O)N(c3ccccc3)N=C2C)c(OC)c1,-0.1,-1,-3,18,-2,.,-4,-15
C[C@@H]1CCCCO[C@H](CN(C)S(=O)(=O)c2cccs2)[C@@H](C)CN([C@H](C)CO)C(=O)c2cc(NC(=O)CCCCCC(=O)Nc3ccccc3N)ccc2O1,0.2,.,-26,-8,.,0.0,.,.
Cc1ccc(C(=O)NCC(=O)OCC(=O)N2CC(C)OC(C)C2)cc1 (configuration not stated),0.0,9,5,0,10,2.6,2,-7
COc1ccc2[nH]c(CN3CCC(n4nccc4NC(=O)C4CC4)CC3)c(C)c2c1,0.1,-2,-2,-2,-3,0.4,5,-4
Cc1sc2ncnc(N(C)CCc3ccccn3)c2c1C,0.9,5,-3,-17,2,0.1,2,8
CCCNC(=O)N(C)C[C@@H]1Oc2cc(C#CCN(C)C)ccc2S(=O)(=O)N([C@@H](C)CO)C[C@H]1C,-0.9,-4,6,-15,9,0.2,-5,3
COc1ccccc1-c1ccc([C@H]2[C@@H](CO)N3CCCCN(C(=O)NC4CCCC4)C[C@@H]23)cc1,0.1,0,4,6,-3,-0.5,-4,.
O=C(Nc1ccc2c(c1)[C@@H]1C[C@H](CC(=O)N3CCOCC3)O[C@H](CO)[C@@H]1O2)C1CCOCC1,0.2,3,10,-18,-3,-0.3,5,-8
CCCCNc1c(-c2ccc(Sc3ccc(OC)cc3)cc2)nc2cc(C)ccn12,0.2,8,-1,-16,0,1.1,18,-8
C/C=C/c1cnc2c(c1)C(=O)N([C@@H](C)CO)C[C@H](C)[C@H](CN(C)C(=O)C1CCC1)O2,-0.1,.,.,.,.,5.3,-3,2
CCOc1ccc(NC(=O)Cn2nnc(C(=O)NCc3ccc(OC)cc3)c2N)cc1,0.1,-1,-7,-7,3,.,1,1
Cc1ccc(C(=O)CCC(=O)N2CCN(C(=O)c3ccco3)CC2)cc1,0.0,-5,-2,-18,.,0.4,-4,3
CC(C)CC#Cc1cnc2c(c1)C(=O)N([C@H](C)CO)C[C@H](C)[C@H](CN(C)S(=O)(=O)c1cn(C)cn1)O2,-0.7,1,-11,-3,-8,0.1,2,-14
CCc1nnc(NC(=O)NC(C)(C)C)s1,.,13,0,10,-13,.,.,.
CCOC(=O)N1CCN(S(=O)(=O)c2ccc(C(=O)N(CCN(CC)CC)c3nc4c(C)cccc4s3)cc2)CC1,0.0,-6,2,-8,-1,0.0,.,.
COc1cccc(S(=O)(=O)N[C@@H]2C=C[C@@H](CC(=O)NCc3ccc(Cl)cc3)O[C@H]2CO)c1,1.6,2,-37,4,0,1.5,10,.
O=C(NCCc1ccccn1)c1c(-c2ccsc2)sc2ccccc12,0.0,0,-2,-21,2,4.8,-8,0
Cc1onc(-c2ccccc2)c1C(=O)NN1CCOCC1,0.0,-15,0,-18,-4,.,-6,0
CCn1cc(S(=O)(=O)NCc2ccc(OC)cc2)cn1,0.0,.,0,-10,8,-0.1,.,-1
C[C@@H]1CN([C@H](C)CO)C(=O)c2cc(NS(=O)(=O)c3cn(C)cn3)ccc2O[C@@H]1CN(C)S(=O)(=O)c1ccc(Cl)cc1,0.2,-4,2,4,5,-0.1,-3,.
CC(OC(=O)CC1CCCC1)C(=O)Nc1ccc(S(N)(=O)=O)cc1 (configuration not stated),0.2,-2,-4,10,.,-1.4,-4,-3
CCC(=O)N1CC2(C1)[C@H](c1ccccc1)[C@H](CO)N2C(=O)NC(C)C,0.1,.,3,-16,.,0.2,.,.
CCCNC(=O)N1CC2(C1)[C@H](c1ccccc1)[C@H](CO)N2C(=O)c1ccncc1,0.2,.,1,-3,.,-0.2,-6,.
COc1cc(CCCN2CCNC[C@@H]2c2ccccc2)cc(OC)c1OC,0.6,-6,-2,7,0,-0.1,-3,-1
CCOC(=O)c1ccccc1NC(=O)C1CSC2(C)CCC(=O)N12 (configuration not stated),0.3,-1,-5,-7,-6,-0.1,-3,.
COc1ccc(NC(=O)N(C)C[C@H]2OCc3cnnn3CCCC(=O)N([C@@H](C)CO)C[C@H]2C)cc1,0.1&0.2,-1&3,14&-3,4&9,4&3,-0.1,0&-3,8&-6
CCOC(=O)n1c(=O)n(Cc2cccc(C)c2)c2ccccc21,0.0,.,4,-13,.,.,-9,-4
CCC(C)c1ccc(NC(=O)CN(C)CC(=O)Nc2cccc(OC)c2)cc1 (configuration not stated),0.2,-19,-1,-14,-4,-0.7,-19,-9
COc1ccc(CNC(=O)c2sc(=O)n(Cc3ccc(C)cc3)c2C)cc1,0.0,13,-3,-21,0,.,6,-3

# The list goes on, overlapping the part above by two compounds.
SMILES,Xi reactivation,esBAF inh,S100A4 inh HTS,RAD52 inh,RAD54 branch,E-selectin induc,EWS-Fli inh,FN deposition inh
CCC(C)c1ccc(NC(=O)CN(C)CC(=O)Nc2cccc(OC)c2)cc1 (configuration not stated),0.2,-19,-1,-14,-4,-0.7,-19,-9
COc1ccc(CNC(=O)c2sc(=O)n(Cc3ccc(C)cc3)c2C)cc1,0.0,13,-3,-21,0,.,6,-3
COc1ccccc1NS(=O)(=O)c1cc(C(=O)NCC2CCCO2)ccc1C (configuration not stated),0.8,-2,4,1,.,.,-9,6
CCc1ccc(NC(=O)C(=O)NCCN2CCN(S(=O)(=O)c3ccccc3)CC2)cc1,0.2,-4,4,-15,-3,.,-1,-11
Cc1ccc(C(=O)c2ccccc2C(=O)OCC(=O)Nc2ccc(SC(F)F)cc2)cc1,0.0,-1,-2,-24,-9,1.0,4,0
C[C@@H]1CN([C@H](C)CO)C(=O)CCCn2nncc2CO[C@@H]1CN(C)C(=O)OCc1ccccc1,-0.1&-0.1,2&-1&-2,40&-40&4,-1&-2&-8,-9&6&-4,0.0&0.0,-6&2&-1,8&4
Cc1ccc(C(=O)OCC(=O)N(C)C2CCS(=O)(=O)C2)cc1S(=O)(=O)N1CCCCC1 (configuration not stated),0.0,8,0,-1,.,0.0,0,-9
COc1ccc(NC(=O)CCC(=O)NCc2ccco2)c([N+](=O)[O-])c1,0.0,-3,0,-12,-2,1.2,-3,4
CCn1c(=O)cc(O)c2c(=O)n(C)c(=O)n(C)c21,.,-7,-6,-6,-4,.,.,.
CN(Cc1ccccc1)C(=O)COC(=O)c1cc(S(=O)(=O)N(C)C)ccc1N1CCCC1,-0.1,.,-2,-2,.,-2.0,-2,-10
O=C1CCC[C@@H]2CC(Nc3ccc(F)cc3F)C[C@@H]3CCN1[C@H]23 (some centres not stated),0.0,-1,8,-11,-6,.,-11,.
C=CCN(c1ccccc1)S(=O)(=O)c1c(C)[nH]c(=O)[nH]c1=O,0.0,4,1,-4,8,-1.0,-5,-4
COc1ccc(OCC(=O)N/N=C(\C)CC(=O)Nc2ccc(NC(C)=O)cc2)cc1,0.4,11,2,-9,1,-1.6,-5,1
CCCCCCCCCCCCCCCC[N+](C)(C)Cc1ccc(F)cc1,0.0,.,-12,91*,.,.,43,4
CN(C)C(=O)c1ccc(-c2ccc([C@H]3[C@@H](C#N)N(C(=O)Cc4ccccn4)[C@@H]3CO)cc2)cc1,0.4,-8,-3,-27,-1,-0.4,5,8
COc1ccc(CCNC(=O)c2ccc3nc4cc(Cl)ccc4c(=O)n3c2)cc1OC,0.0,2,-1,-28,6,.,5,0
CN=c1scc(-c2ccc([N+](=O)[O-])cc2)n1/N=C/c1ccco1,0.3,8,1,-25,1,0.2,-34,3
Clc1ccccn1,.,-4,-17,-4,-13,.,-3,.
Cc1ccc(S(=O)(=O)Nc2ccc3c(c2)CC(=O)N([C@H](C)CO)C[C@H](C)[C@H](CN(C)S(=O)(=O)c2ccc(C)cc2)O3)cc1,0.1,2,5,9,0,0.2,1,.
O=C1O[C@@H](c2ccccc2)[C@@H](c2ccccc2)N2[C@@H](c3ccc(OCCO)cc3)[C@]3(C(=O)Nc4ccc(C#CC5=CCCCC5)cc43)[C@@H](C(=O)N3CCN(c4ncccn4)CC3)[C@H]12,.,.,-4,-33,-1,.,-12,.
C[C@H]1CN([C@@H](C)CO)C(=O)c2c(c3ccccc3n2C)-c2ccccc2CO[C@H]1CN(C)Cc1ccc2c(c1)OCCN2C,0.4,.,11,42,.,-0.3,8,6
COC(=O)CCCNC(=O)c1ccc(S(=O)(=O)NCc2ccco2)cc1,-0.1,-6,-16,-5,.,0.3,-3,-4
CC(=O)NC[C@@H]1[C@@H](c2ccc(C3=CCCC3)cc2)[C@@H](CO)N1C(=O)C1CCC1,0.0,.,9,-16,.,0.6,.,.
C[C@H](O)[C@@H]1C(=O)N2CCc3c([nH]c4cccc(-c5ccccc5)c34)[C@@H]2C[C@@H]1N(C)C(=O)c1ccco1,0.6,.,-11,-23,.,0.5,-7,-3
CC(C)(C)n1ncc2c(=O)n(Cc3cccc(Cl)c3)cnc21,0.0,24,9,-19,.,.,8,-2
COc1cccc(NC(=O)N(C)C[C@H]2Oc3ncc(Br)cc3C(=O)N([C@H](C)CO)C[C@H]2C)c1,0.0&0.9,2&0,-1&-1,-15&2,-1&-3,-0.3&0.1,-14&-16,-3&-5
Cc1ccccc1-c1nnc(-c2cccs2)o1,-0.1,42*,-4,-12,9,.,-90,-1
NC(=O)c1ncn([C@@H]2O[C@H](C(=O)N[C@H](Cc3ccccc3)C(=O)N3CCN(c4ccc(Cl)cn4)CC3)[C@@H](O)[C@H]2O)n1,0.1,.,-3,-6,.,-0.2,-6,5
CN(C)CCN(C(=O)c1ccc(Br)s1)c1nc2cc3c(cc2s1)OCCO3,0.0,.,2,10,27,-2.1,-41,1
O=C(Nc1ccc(C(F)(F)F)cc1)N[C@H]1CC[C@H](CCNC(=O)c2ccccc2F)O[C@@H]1CO,0.5,-4,-17,-7,-5,0.1,-4,.
CO[C@H]1CN(C)C(=O)c2ccc(NS(C)(=O)=O)cc2OC[C@@H](C)N(C(=O)C2CCOCC2)C[C@H]1C,0.0,-3,-17,4,4,0.3,-2,6
C/C(=C/c1ccccc1)C(=O)N1CCN(c2ccc(F)cc2)CC1,-0.1,3,-8,-15,-10,0.3,11,5
O=C(Cc1ccncc1)N1CC[C@@H]2[C@@H](CO)Nc3ccc(-c4cccc(F)c4)cc3[C@@H]21,0.1,.,8,31,.,0.0,.,-32
CCc1ccccc1NC(=O)C1CCCC1,-0.1,-4,8,-7,-9,-0.2,-2,10
CCC(=O)N1CC[C@@H]2[C@@H](CO)Nc3ccc(-c4ccc(C(=O)N(C)C)cc4)cc3[C@@H]21,0.0,-4,6,-14,-7,0.1,-7,-8

# 3 compounds already listed, sorted by SMILES length, smallest number first:
SMILES,Xi reactivation,esBAF inh,S100A4 inh HTS,RAD52 inh,RAD54 branch,E-selectin induc,EWS-Fli inh,FN deposition inh
CCc1ccccc1NC(=O)C1CCCC1,-0.1,-4,8,-7,-9,-0.2,-2,10
O=C(Nc1ccc(C(F)(F)F)cc1)N[C@H]1CC[C@H](CCNC(=O)c2ccccc2F)O[C@@H]1CO,0.5,-4,-17,-7,-5,0.1,-4,.
CO[C@H]1CN(C)C(=O)c2ccc(NS(C)(=O)=O)cc2OC[C@@H](C)N(C(=O)C2CCOCC2)C[C@H]1C,0.0,-3,-17,4,4,0.3,-2,6
